MBD2 inh = blocks human MBD2 binding to methylated DNA | TR-FRET, MBD2 binding to methylated oligonucleotide | inhibition, % at 4.4 µM | actives 0.31% (n = 370,000); in the data active = inhibition above about 13%
TDP2 inh = TDP2 (human) inhibition, absorbance primary screen; recombinant TDP2, T5PNP hydrolysis, p-nitrophenol absorbance 415 nm; inhibition, % at 12.8 µM; actives 0.34% (n = 370,000); AID 720702;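 active = inhibition above the mean of all tested compounds plus 3 SD, set per campaign, cut at about 25% in these data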;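 also: 0% = DMSO with enzyme and 100% = buffer with substrate but no TDP2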
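Assay system: recombinant human TDP2 / Reagent: T5PNP substrate at 5 mM, a TopII-DNA adduct mimic / Measured by: epi absorbance from released p-nitrophenol / Evaluation: % inhibition relative to enzyme-containing and enzyme-free wells / Control set: enzyme-free and DMSO wells / Replicates: each compound tested once, singlicate / Schedule: enzyme reaction with compound for 2 h at 37 °C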
PRMT1 inh = PRMT1 (human) inhibition, primary screen. recombinant PRMT1, activity-based probe fluorescence polarization. inhibition, % at 2.79 µM. actives 1.3% (n = 370,000);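 active = inhibition above about 21% made by adding two undisclosed values, limit read from the data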
Target sequence (Q99873 whole entry, looked up): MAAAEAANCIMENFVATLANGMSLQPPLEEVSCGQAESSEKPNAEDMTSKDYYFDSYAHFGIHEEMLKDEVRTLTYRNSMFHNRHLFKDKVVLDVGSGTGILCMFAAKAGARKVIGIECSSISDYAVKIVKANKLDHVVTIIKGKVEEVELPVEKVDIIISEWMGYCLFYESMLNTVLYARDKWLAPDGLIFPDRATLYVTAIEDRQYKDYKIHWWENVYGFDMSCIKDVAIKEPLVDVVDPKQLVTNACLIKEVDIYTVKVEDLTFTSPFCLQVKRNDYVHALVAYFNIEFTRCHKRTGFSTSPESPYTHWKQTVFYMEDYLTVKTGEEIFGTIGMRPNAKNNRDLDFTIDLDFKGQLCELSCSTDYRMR
HTRA1 inh = HTRA1 (human) protease inhibition | Q92743 | recombinant HTRA1, FP-rhodamine activity-based probe, fluorescence polarization | inhibition, % at 5.96 µM | actives 0.5% (n = 340,000); in the data active = inhibition above about 36%;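 also: 0% = enzyme with DMSO and 100% = wells lacking enzyme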
SIAE primary = human SIAE inhibition, primary screen. SIAE FP-Rh probe binding, fluorescence polarization. inhibition, % at 9.66 µM. actives 0.69% (n = 370,000). Q9HAT2;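 active = inhibition above a cutoff: mean of compounds within the control limits plus 3 SD of those, cut at about 17% in these data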;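 also: 0% = plate median of compound wells and 100% = probe without SIAE protein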
Target sequence (Q9HAT2 whole entry, looked up): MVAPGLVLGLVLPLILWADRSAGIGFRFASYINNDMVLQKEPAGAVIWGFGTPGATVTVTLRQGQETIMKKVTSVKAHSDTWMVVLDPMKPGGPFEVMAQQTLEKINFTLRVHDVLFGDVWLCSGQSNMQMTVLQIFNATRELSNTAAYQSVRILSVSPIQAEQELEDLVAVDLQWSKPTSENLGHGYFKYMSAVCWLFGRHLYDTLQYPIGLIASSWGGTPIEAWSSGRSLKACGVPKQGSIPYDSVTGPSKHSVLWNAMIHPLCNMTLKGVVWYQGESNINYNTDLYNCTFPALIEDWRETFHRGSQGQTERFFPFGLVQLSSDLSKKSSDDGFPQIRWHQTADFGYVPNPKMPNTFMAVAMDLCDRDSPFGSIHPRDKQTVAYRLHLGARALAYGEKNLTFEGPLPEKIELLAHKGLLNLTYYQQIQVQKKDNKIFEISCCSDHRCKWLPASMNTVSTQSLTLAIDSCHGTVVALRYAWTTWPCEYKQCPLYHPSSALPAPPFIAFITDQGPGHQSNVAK
NPR2 activator = GC-B (human) receptor activation. actives 0.11% (n = 370,000). activation, % at 10 µM. HEK293-GC-B cells, CNP EC30, cGMP TR-FRET; 0% at EC30 CNP, 100% saturating CNP;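 active = activation at 10 µM reaching about 35% in either raw or pattern-adjusted values, limit read from the data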
LEDGF integ inh = blocks HIV-1 LEDGF/p75-dependent DNA integration. TR-FRET IN-LEDGF/p75 DNA integration, Eu/Cy5. inhibition, % at 3.7 µM. actives 0.64% (n = 370,000). AID 743269;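 active = inhibition above the screen-wide mean plus 3 SD, cut at about 13% in these data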;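 also: signal is the Cy5 over europium emission ratio at 671 and 618 nm; 0% = plate median of compound wells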
TCR CD3 inh = blocks the human TCR-CD3 interaction; AID 651800; actives 0.37% (n = 360,000); TAMRA-labeled TCR probe fluorescence, biochemical; inhibition, % at 9.4 µM; in the data active = inhibition above about 19%;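 also: recombinant mutant TCR 2C K166C tagged with TAMRA read by polarization; 0% = receptor in buffer alone and 100% = receptor with positive control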
rCAG RNA binder = molecules binding r(CAG) RNA repeats. r(CAG) RNA repeat, TO-PRO-1 dye displacement fluorescence. inhibition, % at 3 µM. actives 1.3% (n = 370,000);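 active = inhibition above the plate cutoff, the mean of all test compounds on that plate plus 3 SD, cut at about 35% in these data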;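 also: 0% = DMSO alone and 100% = 100 µM mitoxantrone as full dye displacement; higher means more dye released from RNA so lower well fluorescence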
ABHD4 inh = inhibits mouse alpha/beta hydrolase domain 4; actives 0.54% (n = 370,000); purified mABHD4, FP-Rh probe fluorescence polarization; inhibition, % at 8.92 µM; Q8VD66; AID 720543;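 active = inhibition exceeding the mean over every tested compound plus 3 SD, cut at about 30% in these data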;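 also: 0% = plate median of compound wells and 100% = S159A mutant with DMSO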
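Test system: mouse ABHD4 enzyme, wild type. Reagent: FP-Rh fluorescent activity-based probe, added after compound pre-incubation. Timing: pre-incubation 45 min, probe exposure 60 min, at 25 °C. Technique: FP readout, ex 525 nm / em 598 nm. Benchmarks: high control S159A mutant with DMSO, low control median of compound wells.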
An asterisk follows results filed as active; x = not tested or not shown. Not all compounds are listed; the hit share may differ from the screen's.

SMILES	MBD2 inh	TDP2 inh	PRMT1 inh	HTRA1 inh	SIAE primary	NPR2 activator	LEDGF integ inh	TCR CD3 inh	rCAG RNA binder	ABHD4 inh
O=C1CC(Sc2ncccn2)C(=O)N1c1ccccc1 (centres undefined)	0	-6	12	-4	1	-1	-2	6	1	-4
Cc1ccc(C)c(S(=O)(=O)NCc2ccc(C(=O)N3CCCCCC3)cc2)c1	8	2	5	5	-5	-4	0	-14	-8	-8
Cc1cccc(CCNC(=O)CC2C(=O)NCCN2Cc2ccccc2C)n1 (centres undefined)	4	2	7	-4	8	3	0	1	-2	0
CCOc1ccc2[nH]c(=O)c(CN(Cc3cccnc3)C(=O)Nc3ccccc3OC)cc2c1	4	-2	-1	-4	4	-13	1	7	1	0
CC(C)(C)c1ccc(OCCCN2CCCC2)cc1	3	-12	8	6	0	4	-1	-8	-5	2
CC12CCC(=O)N1C(C(=O)OCC(=O)Nc1ccc(Cl)c(Cl)c1)CS2 (centres undefined)	0	3	1	-6	0	-5	-1	8	-1	-1
O=C(CNC(=O)c1cccc(F)c1)N/N=C/c1ccc([N+](=O)[O-])s1	-2	-4	0	-1	0	-3	1	2	5	11
CCCC1(C(=O)OCC)NC(c2ccc(O)cc2)C2C(=O)N(c3ccc4c(c3)OCCO4)C(=O)C21 (centres undefined)	2	3	2	1	4	1	1	-5	-3	0
C[C@@H]1C=CCCO[C@]12C(=O)N(Cc1ccccc1C(F)(F)F)c1cccc(Br)c12	5	5	2	x	-2	-1	-2	-5	2	0
N#C/C(=C\c1ccc(-c2ccc(F)cc2)o1)C(=O)Nc1nc(-c2cccs2)cs1	-1	-11	-4	-10	-12	0	3	6	36*	-10
CCc1nc2cc([N+](=O)[O-])c([N+](=O)[O-])cc2[nH]1	2	2	-1	1	-4	4	2	-2	-3	3
CCOc1ccc(N2C(=O)CCC2=O)cc1	1	-11	3	2	4	3	-5	3	2	0
CCC(CO)Oc1cc(NC(=O)c2cccc(C)c2)c2ncn(C(C)C)c2c1 (centres undefined)	2	20	1	-18	-5	-1	10	-4	2	-3
O=C(CSc1cccc[n+]1[O-])Nc1ccc(N2CCOCC2)cc1	-3	-1	-2	x	6	1	-1	10	-2	1
CCCCN(C(C)=O)c1c(CC)nc2ccc(C(=O)NCCOc3ccc(OC)cc3)cn12	2	3	-1	x	16	4	-1	2	-1	-3
S=C(Nc1cccc(Cl)c1)N1CCOCC1	2	5	-2	-1	6	0	10	2	0	2
O=C(NCc1cccnc1)/C(=C/c1ccc(-c2cccc(Cl)c2)o1)S(=O)(=O)c1ccccc1	2	-11	4	-13	0	5	0	2	-2	6
N#Cc1c(C(F)(F)F)cc(-c2cccs2)nc1SCc1cccnc1	-2	2	-2	-4	-6	3	-1	-5	1	-5
COc1ccc(C(=O)/C=C/c2ccccc2)c(O)c1	2	4	-6	-22	-6	-8	1	10	3	-7
O=C(NCc1ccccc1)[C@@H]1CCCN1C(=O)[C@H]1CCCN1C(=O)c1ccc(F)cc1F	0	6	2	x	4	-3	1	9	2	-1
O=C(O)c1ccc(C2SCC(=O)N2Cc2ccccc2)cc1 (centres undefined)	6	-2	-1	2	0	0	2	4	3	5
O=C(CSc1nc2ccc(Cl)cc2[nH]1)Nc1ccc2[nH]c(=O)[nH]c2c1	5	2	5	-5	18*	-4	0	-8	12	6
CCOC(=O)N1CCN(C(=O)/C(=C/c2cccc3ccccc23)NC(=O)c2ccc(OC)cc2)CC1	-3	-7	-3	-10	3	1	2	0	-3	-2
CC(C)n1nc(C(=O)Nc2cccc(S(=O)(=O)NCc3ccco3)c2)c2ccccc2c1=O	-5	-4	-5	-24	-16	9	6	5	5	-13
Cc1cc(OCC(=O)Nc2ccccc2C(N)=O)c2c(C)cc(=O)oc2c1	-3	3	-2	10	-3	-10	4	3	-2	-2

Among those listed so far, these have an aryl thioether with sulfur outside any ring:
SMILES	MBD2 inh	TDP2 inh	PRMT1 inh	HTRA1 inh	SIAE primary	NPR2 activator	LEDGF integ inh	TCR CD3 inh	rCAG RNA binder	ABHD4 inh
O=C1CC(Sc2ncccn2)C(=O)N1c1ccccc1 (centres undefined)	0	-6	12	-4	1	-1	-2	6	1	-4
O=C(CSc1cccc[n+]1[O-])Nc1ccc(N2CCOCC2)cc1	-3	-1	-2	x	6	1	-1	10	-2	1
N#Cc1c(C(F)(F)F)cc(-c2cccs2)nc1SCc1cccnc1	-2	2	-2	-4	-6	3	-1	-5	1	-5
O=C(CSc1nc2ccc(Cl)cc2[nH]1)Nc1ccc2[nH]c(=O)[nH]c2c1	5	2	5	-5	18*	-4	0	-8	12	6

The listing continues:
SMILES	MBD2 inh	TDP2 inh	PRMT1 inh	HTRA1 inh	SIAE primary	NPR2 activator	LEDGF integ inh	TCR CD3 inh	rCAG RNA binder	ABHD4 inh
COc1ccc(CNC(=O)C(OC(C)=O)c2ccccn2)cc1 (centres undefined)	2	0	-2	-2	1	4	-1	7	-1	-6
O=C(Nc1ccccc1)C1=C[C@@H](C2CC2)C[C@@H](OCc2ccc(CO)cc2)O1	-6	0	1	-11	6	-1	0	8	-4	0
CCCOc1cccc(C(=O)Nc2cc(NC(=O)c3ccco3)ccc2OC)c1	1	6	1	-29	-4	-2	2	5	0	-8
COc1ccc(C)cc1NC(=O)C1CCN(S(=O)(=O)c2cccc3nonc23)CC1	1	-1	3	-2	4	-5	3	-2	6	1
O=C(CCN1C(=O)c2ccccc2C1=O)N1CCOCC1	3	3	-1	2	-2	-8	1	7	-2	-2
COC(=O)C(CC(=O)c1ccc(Cl)cc1)c1ccc(C(C)C)cc1 (centres undefined)	6	-8	-1	-12	-3	-2	-1	7	-4	-9
CNC(=S)Nc1cccc([N+](=O)[O-])c1	7	-1	5	4	6	2	-6	-7	-1	5
COc1ccc(C(=O)NCCCNC(=O)c2ccccn2)cc1	4	6	6	5	-3	-5	-1	1	-4	-5
O=C(Nc1ccc(F)cc1)Nc1ccccc1N1CCCCC1	-2	-12	-7	-2	0	-4	10	-4	0	-7
COc1cccc(/C=C/C(=O)NNC(=O)c2cc(C)oc2C)c1	-7	-8	-1	0	5	1	8	-3	4	0
COc1ccc(N(Cc2ccccc2)S(=O)(=O)c2cccc(C(=O)NCC3CCCO3)c2)cc1 (centres undefined)	1	-3	-1	-15	-4	-7	2	4	1	-2
Cc1c(NC(=S)N/C(=N/S(=O)(=O)c2ccccc2)c2ccccc2)c(=O)n(-c2ccccc2)n1C	-3	3	2	2	4	-1	3	9	-5	1
Cc1ccc(S(=O)(=O)NC23CC4CC(CC(C4)C2)C3)cc1	-2	-4	-1	-11	1	0	5	8	2	3
CC(=O)NC1=NC(=O)/C(=C/c2cc(C)n(-c3ccc(NC(C)=O)cc3)c2C)S1	-6	-8	32*	-1	-6	-6	-6	1	15	-1
Brc1c(-c2ccccc2)nc2n1Cc1ccccc1-2	-4	14	0	-21	-2	-6	1	2	2	-6
CC(C)c1cc(-c2n[nH]c(=S)n2Cc2ccccc2)cs1	-3	-4	10	-5	0	2	0	0	7	-3
O=C1C2C3C=CC(C3)C2C(=O)N1c1ccccc1OS(=O)(=O)c1ccccc1 (centres undefined)	2	3	2	-5	8	5	21*	-6	-5	10
Oc1ccc2ccccc2c1CN1CCOCC1	4	-3	21	11	-6	2	-4	4	-2	5
CC1Cc2cccc3ccc(=O)n(c23)C1 (centres undefined)	3	0	4	3	-4	3	0	2	4	-5
COc1ccccc1C1CC(=O)Oc2c(C(C)C)ccc(C)c21 (centres undefined)	6	2	1	-17	5	5	1	-4	7	-1
CCc1ccc(CCC(=O)Nc2ccccc2C(=O)O)o1	3	-5	6	-1	-3	-5	1	-7	4	-6
COc1ccc(Cl)cc1N1C(=NC(=O)C2CCCCC2)SC2CS(=O)(=O)CC21 (centres undefined)	5	1	4	-2	-4	-11	-4	-3	-3	2
CCOC(=O)CSc1nnc(-c2c[nH]c3ccccc23)o1	2	-5	1	-9	-10	0	-2	1	-1	6
COc1ccc(CCn2c(C(C)C)nc3oc4ccccc4c(=O)c3c2=O)cc1	-3	4	2	-9	2	-4	0	6	-8	-9
O=C(O)c1cc(-c2ccc(Cl)cc2)n(-c2cccc(Cl)c2)n1	7	14	-2	-4	-2	-1	1	4	16	2
Going on with the list:
SMILES	MBD2 inh	TDP2 inh	PRMT1 inh	HTRA1 inh	SIAE primary	NPR2 activator	LEDGF integ inh	TCR CD3 inh	rCAG RNA binder	ABHD4 inh
C[C@H](CO)N1C[C@H](C)[C@@H](CN(C)C(=O)Nc2ccc3c(c2)OCO3)Oc2c(NC(=O)Cc3ccccc3)cccc2C1=O	-4	3	-1	1	2	1	2	-3	5	1
O=C(NC1CCCCCC1)c1ccc(N2CCCC2=O)cc1	6	-1	-1	-4	4	5	-1	-4	-5	1
Cc1cnc2nc(-c3ccccc3)ccc2c1	-5	-1	-4	x	4	2	3	0	2	0
CN(C)CC[C@@H](c1ccc(Br)cc1)c1ccccn1	0	-4	-9	6	0	-14	4	4	3	3
CN(CC(=O)N1CCOCC1)C(=O)CSc1nc2ccccc2s1	7	6	26*	4	10	-1	0	-3	2	-3
O=C(C1CCN(S(=O)(=O)N2CCC3(CC2)OCCO3)CC1)N1CCOCC1	1	-5	6	1	-5	-1	-2	-7	-1	-3
COc1ccc(CCN(C)c2ncnc3sccc23)cc1OC	-2	-4	-2	1	2	-1	5	-1	-5	1
NC(=O)C1(Nc2ccccc2)CCCC1	3	-2	-5	2	5	3	1	-10	0	-7
COc1cc2[nH]c(=S)nc(NCc3ccc(Cl)cc3)c2cc1OC	0	8	0	-3	0	-7	-1	-1	3	6
COc1ccccc1C(=O)Nc1cccc(C(=O)N2CCOCC2)c1	8	-10	6	2	-1	-4	-1	-3	-6	-8
COc1ccc(OC)c(-c2nc(C(N)=O)c3[nH]c(=O)n(-c4ccc(F)cc4)c3n2)c1	-1	5	-5	3	2	-2	1	2	2	1
COc1ccccc1C(=O)NCCSCc1c(F)cccc1Cl	-3	8	-4	-10	0	-3	-4	2	-7	-2
O=C(O)/C=C\C(=O)Nc1ccccc1C(=O)NC1CCCCC1	5	0	5	-4	1	2	-3	-2	-2	-1
O=C(NC1CCCC1)C1CCN(c2nccs2)CC1	6	4	1	5	-2	1	-1	2	-3	6
O=C(c1ccccc1)C1CCN(C(=O)c2ccc(Cl)cc2)CC1	-4	-17	3	-4	3	0	-6	-2	-5	6
Cc1ccc(C(=O)Nc2nc(-c3ccccn3)cs2)o1	0	19	-2	34	3	9	4	-6	8	6
NC(=O)c1ccc(NC(=O)CSc2nnc(-c3ccccn3)n2N)cc1	4	0	2	-2	-4	0	-4	2	-1	6
COc1cccc(-n2nc(C(=O)NCC3CCCO3)c3ccccc3c2=O)c1 (centres undefined)	2	-2	5	-2	1	3	-3	4	-4	-3
[O-]C1=N/[N+](=C/c2ccc(Cl)c(Cl)c2)CC1	-3	3	14	-2	-6	-14	3	0	0	-1
CC(C)NS(=O)(=O)c1ccc2c(c1)oc(=O)n2C	2	1	5	-1	-2	-1	-3	-2	2	0
COc1ccc(S(=O)(=O)N2CCOC2CNC(=O)C(=O)NCc2ccccn2)cc1C (centres undefined)	-5	-4	-5	0	-1	1	2	1	2	-3

Source: PubChem (several laboratories)
